Bioassay records: PubChem, several laboratories
PDI inh: inhibitors of human protein disulfide isomerase. PDI insulin aggregation turbidity, A650, 90 min. 0.052% of 350,000 active. inhibition, % at 10 µM. AID 588391;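 active = mean inhibition across replicates of 30% or more, whatever share of single replicates reach that level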;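 also: absorbance from insulin aggregation driven by PDI reduction with DTT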
Target sequence (P07237 whole entry, looked up): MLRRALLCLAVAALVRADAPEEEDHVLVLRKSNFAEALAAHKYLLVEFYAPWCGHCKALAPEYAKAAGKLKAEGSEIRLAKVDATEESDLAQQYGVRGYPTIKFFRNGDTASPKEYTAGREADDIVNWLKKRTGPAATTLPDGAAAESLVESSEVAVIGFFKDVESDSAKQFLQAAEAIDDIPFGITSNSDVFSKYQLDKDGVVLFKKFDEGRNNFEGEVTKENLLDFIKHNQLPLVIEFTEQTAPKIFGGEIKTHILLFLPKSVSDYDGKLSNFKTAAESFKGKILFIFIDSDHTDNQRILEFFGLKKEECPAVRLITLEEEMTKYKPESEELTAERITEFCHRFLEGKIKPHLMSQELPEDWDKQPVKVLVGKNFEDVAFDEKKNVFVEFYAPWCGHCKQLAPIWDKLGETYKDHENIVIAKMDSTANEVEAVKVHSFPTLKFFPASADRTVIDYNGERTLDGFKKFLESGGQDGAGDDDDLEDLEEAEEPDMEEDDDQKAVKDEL
Shn3 3UTR inh: Schnurri-3 reporter inhibition in Clone20 osteoblasts. Clone20 osteoblast Shn3 3'UTR firefly luciferase, 24 h. inhibition, % at 12.5 µM. 0.52% of 360,000 active. AID 588674;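 active = mean inhibition of at least 75% with every replicate also reaching 75%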;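 also: 0% = median of neutral control wells and 100% = pilot-screen positive control compound; some compounds past the cut are filed as inactive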
MITF TRPM1 inh: inhibitors of MITF-driven TRPM1 promoter in melanoma cells; SK-MEL-5 TRPM1 promoter luciferase, 24 h; inhibition, % at 12.5 µM; 0.83% of 330,000 active; AID 488899;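 active = mean inhibition across replicates of 60% or more, whatever share of single replicates reaches that level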; also: values of inactives mirror those of a sister screen read the other way
KKLEB tox: reduces viability of KKLEB cystic fibrosis airway cells; KKLEB CF airway cells viability, ATPlite luminescence, overnight; stronger effect = lower value; cells stimulated with P. aeruginosa culture filtrate; activity change (cytotoxicity), % at 5 µM; 0.36% of 360,000 active;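 active = corrected activity change at or below -50% at 5 µM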
Vif imaging: blocks HIV Vif function; HEK293T cells, Vif self-association by quenched fluorescence, imaging, 24 h; inhibition, % at 7.49 µM; AID 602346; 0.35% of 340,000 active; in the data active = inhibition above about 50%, passing the limit was not always enough; also: some results filed as inactive read as strong as hits
NR2E3 ag-1: agonists of human NR2E3 nuclear receptor; inhibition of corepressor binding, % at 3.98 µM; 0.35% of 360,000 active; CHO-S Gal4-NCOR/VP16-NR2E3 two-hybrid, luciferase; Q9Y5X4; AID 602229;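 active = inhibition above the mean of all tested compounds plus 3 SD, cut at about 70% in these data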;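 also: 0% = DMSO with NR2E3 transfected cells and 100% = cells lacking NR2E3 construct; higher means lower luciferase signal from less NR2E3 corepressor binding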
Target sequence (Q9Y5X4 whole entry, looked up, the tested form may be a part): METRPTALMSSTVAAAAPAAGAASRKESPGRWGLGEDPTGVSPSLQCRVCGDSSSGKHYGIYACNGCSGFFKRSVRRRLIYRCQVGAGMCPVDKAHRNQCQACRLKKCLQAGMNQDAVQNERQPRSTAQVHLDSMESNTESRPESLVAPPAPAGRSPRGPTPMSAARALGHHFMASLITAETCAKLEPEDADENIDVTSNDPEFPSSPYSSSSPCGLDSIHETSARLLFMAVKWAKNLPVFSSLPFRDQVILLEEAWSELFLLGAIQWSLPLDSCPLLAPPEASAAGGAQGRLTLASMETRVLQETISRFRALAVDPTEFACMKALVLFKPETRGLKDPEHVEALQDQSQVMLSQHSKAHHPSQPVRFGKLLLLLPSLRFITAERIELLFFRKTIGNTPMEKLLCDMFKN
CaV13 FRET inh: Primary screen for inhibitors of IQ motif and Ca2+-dependent inactivation inhibitor domain binding in CACNA1D, Förster resonance energy transfer in living cells, … | HEK cells, CFP/YFP FRET ICDI-IQ, plate reader, 10 min; percent FRET-ratio fall versus neutral wells | inhibition, % at 12.3 µM | 0.098% of 340,000 active;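 active = mean replicate inhibition of at least 30% and at least 1% of replicates passing that level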;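 also: 0% = median of the neutral control wells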
NR2E3 ag-2: activates human photoreceptor nuclear receptor NR2E3; AID 2300; 0.12% of 320,000 active; Q9Y5X4; inhibition of corepressor binding, % at 4.78 µM; GST-NR2E3/biotin-RetCOR TR-FRET, 1536-well;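 active = percent inhibition above the cutoff of mean plus 3 SD of all tested compounds, set per screening campaign, cut at about 20% in these data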;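 also: 0% = DMSO wells and 100% = biotin wells as full block of FRET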
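Test system: GST-NR2E3 and biotin-RetCOR proteins | Quantity: 1.35 nM GST-tagged NR2E3 final | Medium: Tris pH 7.5 | Also added: 7 nM biotin-RetCOR | Dosing: Compound at 4.8 µM, single dose | Timing: 5 h at 4 °C | Detection: Time-resolved FRET | Read-out basis: Percent inhibition | Benchmarks: Biotin wells as high control, 0.6% DMSO wells as low control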
Peg3 promoter: reduces Peg3 promoter-driven luciferase expression in HeLa; HeLa PEG-Prom luciferase reporter, luminescence, overnight; inhibition, % at 20 µM; 1.7% of 360,000 active;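 active = inhibition of at least 50% at 20 µM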
CF NFkB block: blocks PAF-induced NF-kB reporter in cystic fibrosis cells | KKLEB NF-kB-GFP reporter, GFP fluorescence overnight | inhibition, % at 5 µM | 0.86% of 360,000 active | AID 588850;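 active = at least 50% inhibition at 5 µM, scaled per plate between neutral and stimulator controls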;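 also: PAF is a Pseudomonas aeruginosa culture filtrate used as stimulus; plate controls were PAF-stimulated DMSO wells for no effect and unstimulated DMSO wells for full effect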
HIF-2a block: HIF-2a inhibition; AID 624352; inhibition, % at 18.8 µM; 786-0 RCC cells HIF-2a reporter, luciferase luminescence, overnight; 0.72% of 360,000 active;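 active = inhibition of the luminescence signal of 40% or more relative to plate controls, in a single-dose primary screen at 18.75 µM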
* marks the source's active call; other numbers are inactive results; . = not tested or not shown; + = active, no number.

SMILES	PDI inh	Shn3 3UTR inh	MITF TRPM1 inh	KKLEB tox	Vif imaging	NR2E3 ag-1	CaV13 FRET inh	NR2E3 ag-2	Peg3 promoter	CF NFkB block	HIF-2a block
CC(C)(C)c1ccc(S(=O)(=O)NCc2ccc(C(=O)NCC3CCCO3)cc2)cc1 (stereo unspecified)	-5	-8	15	0	2	-11	-5	5	3	2	7
C[n+]1cccc(C(=O)NCC2CCCO2)c1 (stereo unspecified)	6	11	5	2	13	-22	-5	-3	5	2	9
O=C1CN(C(=O)NCC(=O)N2CCCC2)c2ccccc2N1	23	-24	9	0	2	-7	-7	0	6	6	8
COc1cccc(C(=O)N2CCN(Cc3ccccc3[N+](=O)[O-])CC2)c1	5	6	-14	8	2	19	-5	3	2	-1	4
C[C@@H](O)C(C(=O)N1CCNCC1)n1cc([C@@H](N)CCCCN)nn1 (stereo partly specified)	13	-5	-8	1	2	-9	-9	2	-7	4	11
COc1ccc(CN2CCC(n3nccc3NC(=O)c3cccc(F)c3)CC2)cc1O	5	-25	-5	15	5	20	-6	1	-13	1	13
Cc1cc(=O)c2ccccc2[nH]1	0	4	-1	-12	13	-10	-5	2	12	2	12
CCOC(=O)c1cn(Cc2ccccc2)nn1	-3	-20	-6	13	-2	-1	-5	-2	-8	-1	1
CSc1cccc(NC(=O)c2ccccc2N(C)S(C)(=O)=O)c1	-9	-14	10	2	-7	24	-5	0	17	6	21
CCc1ccc2c(c1)[C@]1(C(=O)N2)[C@@H]2C(=O)N(Cc3ccccc3)C(=O)[C@@H]2[C@@H]2CCCN21	-4	7	-12	8	7	-32	-6	1	2	-1	-9
Cn1cc(NC(=O)Nc2ccc(C(F)(F)F)cc2)c(C(F)(F)F)n1	-7	-4	4	4	7	4	-5	2	-10	11	-47
O=C1NCCN(Cc2cccc(Oc3ccccc3)c2)C1CC(=O)N1CCCO1 (stereo unspecified)	6	14	6	-28	-5	6	-3	3	11	8	16
CC1CCN(c2nc(-c3ccncc3)nc3ccccc23)CC1	-3	16	-6	-4	-20	17	.	1	28	25	31
C/C(=N/NC(=O)c1ccc(NC(=O)c2ccc(F)cc2)cc1)c1ccccc1	1	16	4	-1	-9	-5	.	-3	-2	-6	-6
CCCC1(C(=O)O)NC(c2cccc(OC)c2O)C2C(=O)N(c3ccccc3)C(=O)C21 (stereo unspecified)	-4	-2	-5	16	-5	15	-2	-2	-4	-31	4
CC(C)(C)c1cc(-c2ccco2)c(C#N)c(SCC#N)n1	4	2	3	-19	5	-50	-3	-2	-4	43	1
Oc1cccc(C=NNc2ccccn2)c1	0	-66	-12	10	-7	-50	-6	.	-216	-2	-134
CC(O)(c1cccc(F)c1)c1nc(-c2cncnc2)cs1 (stereo unspecified)	-3	9	.	-5	.	-15	.	.	7	11	13
COc1ccc(-n2nc(C(=O)NCC(=O)N3CCCCCC3)c3ccccc3c2=O)cc1Cl	9	39	-65	-5	0	9	-3	-5	-63	-11	-106
O=C(CNCC1CCCO1)Nc1ccccc1-n1cccc1 (stereo unspecified)	4	17	4	0	5	-8	-4	-2	4	-4	5
Cc1ccc([C@H]2C[C@H](n3cc(C4CC4)nn3)[C@@H](O)CN2Cc2cccs2)cc1	-1	-14	.	10	8	-1	-5	.	-27	-17	-44
CC(=O)c1cnn(-c2cc(Oc3ccc(F)cc3)ncn2)c1C	3	-5	-8	8	-5	-7	-4	0	-83	-2	-68
CC(OC(=O)c1cccc(-n2cnnn2)c1)c1nc2ccccc2c(=O)[nH]1 (stereo unspecified)	8	-8	-1	-13	15	11	-6	3	8	6	11
CC1(C)CSC(=NCc2ccccc2)N1C(=O)c1cccc([N+](=O)[O-])c1	11	6	-10	2	0	-2	-5	1	18	0	-1

As entered above:
CC(C)(C)c1cc(-c2ccco2)c(C#N)c(SCC#N)n1 in MITF TRPM1 inh reads 3
Cc1ccc([C@H]2C[C@H](n3cc(C4CC4)nn3)[C@@H](O)CN2Cc2cccs2)cc1 in Shn3 3UTR inh reads -14
CC(O)(c1cccc(F)c1)c1nc(-c2cncnc2)cs1 (stereo unspecified) in HIF-2a block reads 13
CC(=O)c1cnn(-c2cc(Oc3ccc(F)cc3)ncn2)c1C in KKLEB tox reads 8
CC1(C)CSC(=NCc2ccccc2)N1C(=O)c1cccc([N+](=O)[O-])c1 in HIF-2a block reads -1

Remaining list, next part:
SMILES	PDI inh	Shn3 3UTR inh	MITF TRPM1 inh	KKLEB tox	Vif imaging	NR2E3 ag-1	CaV13 FRET inh	NR2E3 ag-2	Peg3 promoter	CF NFkB block	HIF-2a block
CCC(=O)c1ccc(OCC(=O)NCCc2ccccn2)cc1	12	-2	15	3	6	-8	-7	-2	13	-13	14
COc1ccc(S(=O)(=O)N2CCOCC2)cc1NC(=O)/C=C/c1ccc(F)cc1	3	-4	-10	4	0	-21	-6	.	3	11	15
CCC(NC(=O)c1cc(COc2ccc(F)cc2Cl)on1)c1ccncc1 (stereo unspecified)	-6	20	-17	-6	-10	44	.	.	-15	-2	-63
CCOC(=O)C1(Cc2ccccc2Cl)CCN(C(=O)c2cnccn2)CC1	8	-65	-77	-7	-2	-82	-5	4	-284	1	-208
O=C(Nc1ccc(Cl)cc1F)C1CC(=O)N(Cc2ccco2)C1 (stereo unspecified)	1	-2	-6	-18	4	-10	-7	.	-8	24	3
CC(=O)c1sc(NC(=O)c2cccc(C)c2)nc1C	-3	-67	-42	18	-12	-86	-5	0	-263	-26	-278
COCCNCC(=O)NC12CC3CC(CC(C3)C1)C2	0	0	-1	-1	17	-41	.	1	2	1	9
Cc1nnc(Nc2ccccc2)n(N)c1=O	-2	5	13	-13	6	-6	-5	1	-3	-1	13
COc1cc(N=c2ssnc2Cl)cc(OC)c1OC	-15	27	18	9	-8	1	-3	-2	11	-12	23
CCN(CC)CCN(C(=O)CCOc1ccccc1)c1nc2ccc(F)cc2s1	5	-8	-19	5	-24	-32	-7	0	-36	-13	-38
Cc1onc(-c2c(Cl)cccc2Cl)c1/C(N)=N/OC(=O)C1CC1	5	-20	-5	8	13	-4	-3	5	10	7	1
COc1nc2ccccc2nc1CCC(=O)O	-7	-3	-9	2	-5	-15	3	4	0	-2	12

A draw from above in order of formula weight, low to high:
SMILES	PDI inh	Shn3 3UTR inh	MITF TRPM1 inh	KKLEB tox	Vif imaging	NR2E3 ag-1	CaV13 FRET inh	NR2E3 ag-2	Peg3 promoter	CF NFkB block	HIF-2a block
O=C1CN(C(=O)NCC(=O)N2CCCC2)c2ccccc2N1	23	-24	9	0	2	-7	-7	0	6	6	8
CC(OC(=O)c1cccc(-n2cnnn2)c1)c1nc2ccccc2c(=O)[nH]1 (stereo unspecified)	8	-8	-1	-13	15	11	-6	3	8	6	11
Cc1ccc([C@H]2C[C@H](n3cc(C4CC4)nn3)[C@@H](O)CN2Cc2cccs2)cc1	-1	-14	.	10	8	-1	-5	.	-27	-17	-44
CCN(CC)CCN(C(=O)CCOc1ccccc1)c1nc2ccc(F)cc2s1	5	-8	-19	5	-24	-32	-7	0	-36	-13	-38

Next structures:
SMILES	PDI inh	Shn3 3UTR inh	MITF TRPM1 inh	KKLEB tox	Vif imaging	NR2E3 ag-1	CaV13 FRET inh	NR2E3 ag-2	Peg3 promoter	CF NFkB block	HIF-2a block
Cc1sc(NC(=O)Cn2[nH]c(=O)c3ccccc3c2=O)nc1-c1ccccc1	2	41	12	-2	13	-10	-18	-2	63*	16	-33
CN(C)S(=O)(=O)N1C(=O)c2ccccc2C1=O	-6	-5	1	2	-3	-3	-2	-2	-8	-1	17
N#Cc1nc(-c2ccco2)oc1N1CCN(c2ccccc2)CC1	-5	5	-9	11	11	-4	-7	1	-8	-22	-16
CC1(C)CC(=O)C=C(c2ccc(Oc3ccccc3)cc2)C1=O	2	-1	.	-21	.	-22	-6	.	-15	-1	-39
COc1ccc(/C=C/C(=O)OCC(=O)Nc2ccc(OC)c(S(=O)(=O)N3CCCCC3)c2)cc1	12	-4	4	-2	3	-11	-5	0	2	-8	9
NC(=NCc1ccco1)NC(=O)c1ccccc1	0	-15	-10	-5	-1	-30	-7	0	-88	14	-59
CN(C)c1ccc(/C=N/n2c(C3CCCCC3)n[nH]c2=S)cc1	-4	12	5	7	4	22	-22	-2	10	0	5
O=C(O/N=C1\CCS(=O)(=O)c2sccc21)c1ccccc1	3	3	-4	0	-15	27	-5	1	15	11	3
CC(C)(C)C1CCc2onc(C(=O)Nc3cccnc3)c2C1 (stereo unspecified)	13	-10	-6	-16	-11	-2	-8	4	-11	29	-36
COC(=O)CCC(=O)Nc1sc2c(c1C#N)CCCC2	-1	-2	21	20	0	-52	-7	0	-7	21	6
COC(=O)C1=C(C)OC(N)=C(C#N)C1c1ccccc1F (stereo unspecified)	2	11	9	4	-17	-11	-4	0	15	6	5
Cc1ccc2nc(-c3sc4nc(C)ccc4c3N)[nH]c2c1	-4	0	1	-18	-12	-133	-5	2	-202	-34	29
COc1cc(CCC(=O)OCC(=O)Nc2cccc(S(N)(=O)=O)c2)cc(OC)c1OC	6	-2	7	3	-1	-5	-3	1	3	21	3
Fc1ccc(-n2nnc(-c3ccccc3Br)n2)cc1	14	-3	-7	-5	4	-8	-3	2	24	27	7
COc1ccc(N2C(=O)CCC(C(=O)NCCCN3CCC(C)CC3)C2c2ccc(OC)c(OC)c2)cc1 (stereo unspecified)	-2	2	5	7	8	10	-7	-3	1	6	13
CC(=O)c1sc(N/N=C\c2ccc(N(C)C)cc2)nc1C	-9	-105	-81	-17	-1	-109	+	1	-401	-6	-284
O=C(CN1CCC(n2nnc3cc(F)ccc32)CC1)NNC(=O)c1ccccc1	1	-10	-6	7	-10	4	-7	0	2	-5	5

Given in markdown: part of the list above.
| SMILES | PDI inh | Shn3 3UTR inh | MITF TRPM1 inh | KKLEB tox | Vif imaging | NR2E3 ag-1 | CaV13 FRET inh | NR2E3 ag-2 | Peg3 promoter | CF NFkB block | HIF-2a block |
| --- | --- | --- | --- | --- | --- | --- | --- | --- | --- | --- | --- |
| COC(=O)CCC(=O)Nc1sc2c(c1C#N)CCCC2 | -1 | -2 | 21 | 20 | 0 | -52 | -7 | 0 | -7 | 21 | 6 |
| Cc1onc(-c2c(Cl)cccc2Cl)c1/C(N)=N/OC(=O)C1CC1 | 5 | -20 | -5 | 8 | 13 | -4 | -3 | 5 | 10 | 7 | 1 |
| CSc1cccc(NC(=O)c2ccccc2N(C)S(C)(=O)=O)c1 | -9 | -14 | 10 | 2 | -7 | 24 | -5 | 0 | 17 | 6 | 21 |
| CC1(C)CC(=O)C=C(c2ccc(Oc3ccccc3)cc2)C1=O | 2 | -1 | . | -21 | . | -22 | -6 | . | -15 | -1 | -39 |
